M. tuberculosis GlmU – inhibition of mycobacterial GlmU enzyme – biochemical, glucosamine-1-phosphate acetyltransferase (AID 1376) | M. tuberculosis GlmU acetyltransferase enzyme assay; higher % means a stronger effect | inhibition, %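 (tested at 30 µM in the primary screen)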; hits with a dose series show IC50 in µM | 0.25% of 220,000 active; in the data active = inhibition above about 13%; inconclusive = no clear call, values can overlap the other calls;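 also: 0% = complete reaction with vehicle and 100% = reaction without substrate; strong numbers were not always called active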
Mtb RmlCD inh – inhibitors of Mycobacterium tuberculosis RmlC and RmlD coupled enzymes | 0.03% of 160,000 active | inhibition, % at 3.6 µM | P9WH09+P9WH11 | RmlC+RmlD coupled enzyme assay, percent inhibition; primary screen in compound mixtures; in the data active = inhibition mostly above about 34%, no sharp cut-off; inconclusive = no clear call, values can overlap the other calls; inactive = mostly below about 22%; also: some results filed as inactive read as strong as hits
Target sequence (P9WH09 whole entry, looked up): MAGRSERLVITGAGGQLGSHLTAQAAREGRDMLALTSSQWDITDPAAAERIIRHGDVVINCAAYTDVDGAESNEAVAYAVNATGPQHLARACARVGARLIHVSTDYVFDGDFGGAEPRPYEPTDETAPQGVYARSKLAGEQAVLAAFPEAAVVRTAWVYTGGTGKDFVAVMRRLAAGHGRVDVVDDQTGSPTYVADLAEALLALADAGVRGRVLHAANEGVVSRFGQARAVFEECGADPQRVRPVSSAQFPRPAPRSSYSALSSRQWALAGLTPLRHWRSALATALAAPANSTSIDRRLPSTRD
Target sequence (P9WH11 whole entry, looked up): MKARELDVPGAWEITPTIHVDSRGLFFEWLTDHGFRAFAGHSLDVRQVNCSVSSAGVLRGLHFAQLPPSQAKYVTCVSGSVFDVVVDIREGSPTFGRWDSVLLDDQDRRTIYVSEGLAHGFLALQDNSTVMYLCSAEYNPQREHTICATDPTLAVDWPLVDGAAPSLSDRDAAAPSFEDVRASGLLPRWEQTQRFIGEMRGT
* marks the source's active call; other numbers are inactive results; ? = inconclusive; / = not tested or not shown; & = joins results of further samples.

Structure	M. tuberculosis GlmU	Mtb RmlCD inh
COC(=O)c1ccc(NC(=O)Nc2cccc(F)c2)cc1	0.3%	/
CCN1C2=C(C(=O)CCC2)C(c2ccc(O)cc2)C2=C1CCCC2=O	0.9%	-0.6
CCOC(=O)C(Sc1cc(C)nc(N)n1)C(C)=O (stereo not drawn)	-4.3%	/
COc1ccc(Cl)c(N2CCN(CCCNC(=O)Nc3ccc(C)cc3)CC2)c1	/	6.6
CCOC(=O)N1CCC(NC(=O)C2CCCN(C(=O)c3cc4sccc4n3C)C2)CC1 (stereo not drawn)	1.5%	6.3
Cn1nnnc1SCC(=O)N1c2ccccc2CCc2ccccc21	3.0%	4.6
CC(C)CN1C(=O)/C(=C/c2cccs2)NC1=S	-4.2%	/
Cc1sc(NC(=O)c2ccc(F)cc2)c(CN2CCCCCC2)c1C	-0.7%	-3.5
CC(C)C(C(=O)N1CCOCC1)N1C(=O)c2ccccc2C1=O (stereo not drawn)	-1.1%	/
COc1ccccc1C(C#N)N1N=C(C)CC1(C)C (stereo not drawn)	10.3%	2.1
Cc1cc(C)c2oc(=O)cc(CN3CCN(Cc4ccc5c(c4)OCO5)CC3)c2c1	0.4%	/
O=C(Nc1nccs1)C1CC2CCC1C2 (stereo not drawn)	-7.5%	4.0
C[N+](C)(C)Cc1ccccc1	-0.7%	/
CCOC(=O)CSc1nnc(CNC(=O)c2cccs2)n1-c1ccccc1	/	-0.5
COc1ccc(/C=C/C(=O)Nc2c(C)nn(C)c2C)cc1COc1ccc(Br)cc1	-3.6%	/
O/N=C/c1ccnc(SCc2ccc(Cl)cc2)n1	-3.9%	2.2
COc1cc2c(cc1OC)C(c1ccccc1F)OC(=O)C2 (stereo not drawn)	-6.0%	-2.8
COc1ccc(NC(=O)N2CCN(c3cccc(C(F)(F)F)c3)CC2)cc1	5.9%	-4.5
CC/C(=N\NC(=O)c1ccc(CN(C)S(=O)(=O)c2ccc(C)cc2)cc1)c1ccc(OC(F)F)cc1	-0.5%	-12.2
CCCNS(=O)(=O)c1ccc(OCC(=O)N2CCC(C(=O)OCC)CC2)cc1	0.3%	/
CCOc1ccccc1N1CSC2=C(C#N)C(c3c(OC)ccc4ccccc34)CC(=O)N2C1 (stereo not drawn)	3.4%	/
CCOC(=O)c1c(C)n(C)c2ccc(OC)c(NC(=O)CCN3CCC(Cc4ccccc4)CC3)c12	-4.5%	/
Cc1ccc(F)cc1NC(=O)N1CCN(C2c3ccccc3-c3ccccc32)CC1	/	-2.8
COc1cccc(Oc2ccc(N/C=C/C(=O)C(C)(C)C)cc2)c1	2.5%	14.7
CCC(C(=O)NCCCc1ccccc1)c1ccccc1 (stereo not drawn)	1.4%	/
COc1ccc(Cl)cc1S(=O)(=O)N1CCN(C)CC1	2.9%	-3.4
O=C1C2CCCN2C(c2ccccc2)N1c1ccc(Cl)cc1 (stereo not drawn)	4.7%	?
O=C(N/N=C/c1cccn1-c1ccccc1)c1ccncc1	-2.1%	-10.8
O=C(NCCc1csc(-c2cccnc2)n1)c1ccccc1Br	2.0%	-9.2
NNC(=O)c1sc(-c2ccc(Cl)cc2)cc1N	7.0%	8.8

(more compounds)
Structure	M. tuberculosis GlmU	Mtb RmlCD inh
COc1ccc(-c2noc(CCC(=O)Nc3cc(Cl)c(OC)cc3OC)n2)cc1	2.2%	-8.4
CCCOC(=S)N/C(=N\S(=O)(=O)c1ccccc1)c1ccccc1	-6.4%	-6.2
Cn1c(N)c(C(=O)COC(=O)c2ccc(Cl)c(S(=O)(=O)N3CCCC3)c2)c(=O)n(C)c1=O	-0.8%	/
O=C(OCC(=O)N(Cc1ccccc1)C1CCS(=O)(=O)C1)c1cc2c(s1)CCCC2 (stereo not drawn)	-2.6%	/
CC(C)Oc1ccc(C(=O)NC2CCCCC2)cc1	-1.6%	/
CC(=O)/C(N=Nc1cc2c(c([N+](=O)[O-])c1C)C(C)(C)CC2(C)C)=C(\C)O	3.3%	5.8
CCOC(=O)C1=C(C)NC(=O)NC1/C(C)=C/c1ccccc1 (stereo not drawn)	-3.9%	-13.9
COc1ccc(-n2cc(C(=O)c3cc(Cl)ccc3O)cc(C#N)c2=O)cc1	-2.5%	9.3
C[N+](C)(C)CCOP(=O)(O)OP(=O)([O-])OC[C@H]1O[C@@H](n2ccc(N)nc2=O)[C@H](O)[C@@H]1O	-2.6%	/
O=C(Cn1cc(-c2nnnn2-c2ccc(Cl)cc2)c(=O)c2ccccc21)c1ccccc1	0.5%	/
CCOc1ccccc1N1CCN(C(=S)NCc2ccco2)CC1	2.8%	7.2
C/C(N)=C(/C#N)C(=O)COC(=O)CNS(=O)(=O)c1ccc2ccccc2c1	/	10.0
CCOC(=O)C1=C(C)NC(c2cccs2)C(=O)N1 (stereo not drawn)	7.7%	-1.4
Cc1cc(C)cc(NC(=S)NCCN2CCOCC2)c1	1.3%	/
CC(=O)c1c(C)nc(Nc2nc3ccccc3s2)nc1C	-5.9%	7.2
COc1ccc(-c2nn(-c3ccccc3)cc2CNCCN2CCOC2=O)c(F)c1	1.7%	10.4
CCCNC(=O)NC(=O)COC(=O)c1ccc(S(=O)(=O)N(C)c2ccccc2OC)cc1	-2.3%	6.2
CCN(C(=O)CSc1nnc(-c2cccs2)n1CC)C1CCS(=O)(=O)C1 (stereo not drawn)	-1.3%	82.8
COc1ccc(Nc2nc(Cl)nc(N3CCN(c4ccc(OC)cc4)CC3)n2)cc1	-5.0%	-1.9
FC(F)(F)c1cc(-c2cccs2)nc2nc(N3CCOCC3)sc12	7.5%	6.5
CCCCOC(=O)C1=C(C)Nc2ncnn2C1c1cccc(OC)c1OC (stereo not drawn)	-1.4%	/
Oc1cc2c(cc1O)[C@H]1c3ccccc3CN[C@@H]1CC2	1.2%	-5.1
CCn1nc(C)cc1C(=O)Sc1ccc(Cl)cc1Cl	-0.3%	-10.7
O=c1c2cnn(-c3ccccc3)c2ncn1Cc1ccco1	7.4%	8.8
CCCCCCCn1c2c(c(=N)c3ccccc31)CCC2	-2.0%	5.1
C/C(CC(=O)NC1CCCC1)=N\NC(=O)C1CCCCC1	2.6%	6.1
COc1ccc(-n2c(=O)cc(N3CCN(c4ccccc4F)CC3)[nH]c2=O)cc1	6.1%	-2.3
CCN(CC)S(=O)(=O)N1CCC(C(=O)NC2CCCc3ccccc32)CC1 (stereo not drawn)	6.0%	7.2
CCOc1ccc(CNc2nc3ccccc3n2CCN2CCOCC2)cc1	-3.5%	/
O=C(Nc1ccc(NC(=O)c2ccco2)nc1)c1ccccn1	-5.5%	-6.8

Arranged by formula weight (highest first): some entries from above.
Structure	M. tuberculosis GlmU	Mtb RmlCD inh
CCN(C(=O)CSc1nnc(-c2cccs2)n1CC)C1CCS(=O)(=O)C1 (stereo not drawn)	-1.3%	82.8
CCOC(=O)C1=C(C)NC(=O)NC1/C(C)=C/c1ccccc1 (stereo not drawn)	-3.9%	-13.9
C/C(CC(=O)NC1CCCC1)=N\NC(=O)C1CCCCC1	2.6%	6.1
CCCCCCCn1c2c(c(=N)c3ccccc31)CCC2	-2.0%	5.1

Next results
Structure	M. tuberculosis GlmU	Mtb RmlCD inh
CCn1c(SCC(=O)N2CCCCC2C)nc2ccsc2c1=O (stereo not drawn)	5.4%	-0.3
CCC(CC)C(=O)Nc1cccc(/C(C)=N/NC(=O)c2ccccc2Cl)c1	1.0%	/
CNC(=S)N/N=C/c1cn(CCOc2ccc(OC)cc2)c2ccccc12	-1.9%	11.0
O=C(COc1cc(Cl)ccc1Cl)Nc1nnc(CC(=O)N2CCOCC2)s1	-0.4%	1.9
CCn1c(SCC(=O)N2CCN(c3ccc(F)cc3)CC2)nnc1-c1ccncc1	-3.0%	/
COc1ccc2cc([C@H](C)C(=O)O)ccc2c1	3.5%	/
COC(=O)C1CCN(C(=O)NC2CCCCC2)CC1	1.4%	-7.8
COc1ccc(OC)c(S(=O)(=O)n2ccnc2C)c1	1.0%	13.3
Cc1cccc(C)c1NC(=O)C1(C)c2cccc[n+]2CC(=O)N1Cc1cccs1 (stereo not drawn)	-5.6%	-9.3
O=S1(=O)CCC(NC(=S)Nc2ccccc2)C1 (stereo not drawn)	3.8%	31.2
CCOc1ccc(-c2ncncc2-c2ccc(OC)cc2)c(O)c1	-0.8%	-9.0
Cc1ccc(CCNC(=O)C2CC(c3ccccc3[N+](=O)[O-])=NO2)cc1 (stereo not drawn)	5.3%	6.5
Cn1cc(CNCc2ccc(-n3cccn3)cc2)c(-c2ccccc2F)n1	-1.7%	10.9
COc1ccccc1C(=O)Nc1cccc(SC)c1	-3.4%	/
CC(C)CN1CCN(Cc2ccc(Oc3ncccn3)cc2)CC1CCO (stereo not drawn)	-3.8%	/
C=CCNC(=S)N1CCC(C(=O)c2ccc(OC)cc2)CC1	-4.5%	-4.0
Cc1cc(-c2sccc2Br)nc(-n2cccc2)n1	-1.6%	9.8
Cn1nnnc1SCC(=O)Nc1nc(-c2ccccc2)c(-c2ccccc2)o1	-6.4%	/
CCOC(=O)c1c(C)n(-c2ccccc2)c2ccc(O)c(CN(C)C)c12	-3.5%	/
N#CC(C#N)=C1C=C2C=C(N3CCCCC3)CCC2CC1 (stereo not drawn)	0.3%	4.3
O=C(Nc1ccccc1)Oc1ccccc1N1CCOCC1	-4.6%	9.2
COc1ccc(C(=O)O)cc1S(=O)(=O)N(C)CCc1ccccn1	0.2%	3.8
O=C(Cn1cnc2ccccc21)N/N=C/c1cccc([N+](=O)[O-])c1	-3.0%	?
Cn1c(SCC(=O)N2CCCC2)nnc1-c1cnccn1	-2.2%	-11.3
Cc1nnc(SCc2cccc3ccccc23)s1	-10.7%	7.4
Cc1ccc(C)c(N2CCN(C(=O)Cc3cn(C)c4ccccc34)CC2)c1	0.6%	0.5
COc1ccc(C(CNC(=O)c2ccc(-n3cnnn3)cc2)N2CCOCC2)cc1 (stereo not drawn)	3.6%	/
CSc1ncc(/C=C2/C(=O)NC(=O)N(c3ccc(C(C)C)cc3)C2=O)cn1	5.5%	2.5
CNC(=S)Nc1ccc(OC)c(OC)c1	2.2%	12.8
O=C(CSc1nnc(C2COc3ccccc3O2)o1)N1CCOCC1 (stereo not drawn)	1.6%	11.4

The list goes on.
Structure	M. tuberculosis GlmU	Mtb RmlCD inh
Cc1cc(C)nc(/N=C(\N)Nc2ccc(F)c([N+](=O)[O-])c2)n1	1.1%	1.3
NC(=O)c1ccc(SCC(=O)NC2CCCCC2)c([N+](=O)[O-])c1	2.5%	9.2
Cc1cc(C)c(NC2=CC(=O)CC(C)(C)C2)c(C#N)c1	-1.0%	/
CCCOc1ccc(-c2cn3ccccc3n2)cc1	1.9%	-7.7
Cc1cc(C)nc(SCC(=O)N/N=C\C(Br)=C\c2ccccc2)n1	4.4%	-2.8
CCOC(=O)C1=C(N)c2ccccc2CC1C1CCCC1 (stereo not drawn)	4.2%	9.9
O=C(COc1ccc(Br)cc1)NCCO	-4.5%	94.7
O=C(O)/C=C/c1cccnc1	-0.4%	-9.3
C#Cc1ccc([C@@H]2C=C(C(=O)O)O[C@H](OCCCCO)C2)cc1	0.2%	/
Cc1ccc(CNC(=O)c2ccccc2N)cc1	-1.5%	4.6
COc1ccc(Br)cc1CN1CCN(C(=O)c2cccc(OC)c2OC)CC1	1.0%	/
CCCCOc1ccc(-c2nnc(-c3ccco3)o2)cc1	0.9%	10.2
CC[C@H](C)[C@H](NS(=O)(=O)c1ccc(C)cc1)C(=O)N1CCC(C(=O)N[C@@H](C)C(=O)O)CC1	-3.1%	0.6
Cc1ccc(-n2c(=O)[nH]cc(C(=O)Nc3ccc4c(c3)OCO4)c2=O)cc1C	1.9%	/
CCCC(=O)Nc1ccc(N2CCN(S(C)(=O)=O)CC2)cc1	-3.3%	-7.0
CCCN(CCC)CCCNS(=O)(=O)c1cc(Br)cc2c1N(C(C)=O)CC2	1.3%	/
CCC1(C)Cc2c(sc3c2c2ncnn2c2nnc(SCC(=O)NCc4ccco4)n32)CO1 (stereo not drawn)	4.4%	8.3
O=S(=O)(c1ccc(-c2ccccc2)cc1)N1CCCC1	1.6%	-8.9
COc1cccc(-c2c3c([nH]c(=O)c2C#N)CCc2cc(OC)ccc2-3)c1	-1.8%	9.7
CCOC(=O)c1nnn(CC(=O)Nc2cc(Cl)ccc2C)c1C(=O)OCC	1.6%	10.6
CSc1nc(N2CCN(c3ccccc3Cl)CC2)c2ccccc2n1	-5.7%	3.6
COc1ccc(NC2=C(NCCO)C(=O)c3ccccc3C2=O)cc1	2.8%	0.8
C=CCn1c(O)c(C(CC)=Nc2ccc(C(=O)O)cc2)c(=O)[nH]c1=O	2.5%	-9.7
CCC(=O)N/C=C/n1cnc2cc(C(F)(F)F)ccc21	-2.7%	/
O=C(O)c1ccccc1C(=O)NCC(O)c1ccccc1 (stereo not drawn)	-1.4%	/
COc1cccc(Nc2nc(N)c([N+](=O)[O-])c(NCc3ccccc3)n2)c1	5.9%	7.3
Cc1[nH]n(-c2ccc([N+](=O)[O-])cc2)c(=O)c1C=NCCN1CCN(C(=O)C(C)C)CC1	17.6%	2.3
O=S(=O)(Cc1ccccc1)N1CCn2c(nc3ccccc32)C1	1.9%	/
CCNC(=S)N1CCN(C(c2ccccc2)c2ccccc2)CC1	-1.5%	17.1
C=CCc1ccccc1OCC(O)CN1CCN(Cc2ccc3c(c2)OCO3)CC1 (stereo not drawn)	-3.4%&-3.8%	-2.9

Source: PubChem (several laboratories)

These rows are one share of the data. The share of hits here may be higher or lower than overall.
